High-throughput results from PubChem BioAssay.
XIAP displacement: small molecules displacing peptide from XIAP – biochemical, IAP family, fluorescence polarization (AID 1018); XIAP BIR domain, fluorescence polarization peptide displacement; higher % means a stronger effect; displacement, % at 20 µM; hits with a dose series show IC50 in µM; 0.007% of 200,000 active; in the data active = displacement above about 50%; also: a part of the inactive calls stands beside numbers as strong as those of hits
WT yeast gro inh: growth inhibition of WT yeast, mitochondrial fusion screen | mitochondrial fusion phenotypic screen, WT strain | inhibition, % at 10 µM | 2.1% of 190,000 active; in the data active = inhibition above about 58%; tested in S. cerevisiae
Lipid droplet: modulators of hepatic lipid droplet formation; AML12 mouse hepatocytes, oleate lipid droplets, BODIPY imaging; inhibition, % at 6.5 µM; 0.4% of 240,000 active;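 active = lipid droplet intensity inhibited by at least 50%, with more than 500 cells counted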
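Technique: fluorescence imaging, 20x objective, two fields per well / Assay system: AML12 hepatocytes (mouse) / Measure: % inhibition of lipid droplet signal / Doses: 6.5 µM single-point dosing / Incubation: overnight exposure / Reagent: 100 µM oleic acid challenge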
CSM14.1 death rescue: protection against thapsigargin-triggered cell killing – 384-well, CSM14.1, ATP luminescence, primary screen (AID 1222) | one-dose cellular ATP content (survival), % at 20 µM; EC50 in µM for titrated hits | CSM14.1 thapsigargin-induced death rescue, ATP luminescence; higher % means a stronger effect | 190,000 tested, under 10 active;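 active = EC50 below 50 µM in the dose-response confirmation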;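 also: death triggered by thapsigargin at about 15 µM added after 2 h compound pretreatment; cell ATP read after overnight thapsigargin exposure of roughly 18 to 22 hours; normalized against plate controls of thapsigargin alone and 5% DMSO vehicle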
Autophagy mod: autophagy modulation, high-content screen; MEF GFP-LC3 puncta imaging; test concentration mostly 10 µM; 0.98% of 190,000 active; AID 463193; calls only at 10 µM (by protocol);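 active = percentage of spot-positive cells more than 3 SD above its plate mean, without a fluorescence outlier flag or 80% toxicity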;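 also: spot-positive cell cutoff set from DMSO-treated cells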
bCat nuc transl: modulators of beta-catenin nuclear translocation. nuclear translocation activity, % at 5 µM. 0.3% of 190,000 active. HeLa beta-catenin nuclear translocation, immunofluorescence imaging;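 active = nuclear translocation activity above 50% at 5 µM, with a well cell count of 50 or more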;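 also: per-cell ratio of nuclear to cytoplasmic median beta-catenin stain intensity; plate controls were DMSO negative control for no effect and GSK-3 inhibitor IX positive control for full effect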
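System: Human HeLa cells, endogenous beta-catenin | Compound dosing: 5 µM primary, 0.02–20 µM confirmation | Timing: 24 h compound exposure at 37°C, 5% CO2 | Measured by: Fluorescence imaging of beta-catenin antibody stain plus DAPI | Read-out basis: % activation of per-cell nuclear versus cytoplasmic median beta-catenin signal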
Dynein cargo inh: blocks dynein driven cargo transport along microtubules; 3617.4 mouse cells, GR-EGFP nuclear translocation imaging; test concentration mostly 20 µM; stimulated with dexamethasone, 1 µM; hits give low values; z-score, hits read low; AID 1381; 0.47% of 220,000 active;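 active = plate z-score of nuclear minus cytoplasmic receptor signal below a set negative limit, without overly bright fluorescence or cell loss, cut at about -3.5 in these data, passing the limit was not always enough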;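 also: z-score of nuclear minus cytoplasmic ring GR-EGFP intensity difference per well; some compounds called inactive have numbers as strong as hits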
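Also added – dexamethasone, 1.0 µM final · Buffer or medium – tet-free, stripped-serum medium · Schedule – induction 48 h, compound 1 h, agonist 30 min · Detection – formaldehyde fixation, Hoechst nuclear stain, 10x automated fluorescence imaging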
Insulin prom up: MIN6 insulin promoter up-regulation | 0.3% of 190,000 active | z-score at 5 µM | MIN6 insulin promoter-GFP reporter, high-content imaging; hits give high values | AID 1625;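 active = z-score above 3 at 5 µM with at least 500 cells counted in the well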
MT stabilizer: stabilizes microtubules in HeLa cells | 0.83% of 200,000 active | % tubulin-high responders, % at 10 µM | HeLa tubulin immunostaining HCS, 24 h; share of cells brighter than vehicle mean+2SD;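 active = plate Z-score above 3 for both tubulin-high and condensed-nucleus cell shares, with cell loss under 80%, at 10 µM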;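 also: anti alpha tubulin signal scored within the nucleus-defined area of each cell; some results filed as inactive read as strong as hits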
WT yeast gro inh mutant strain: further read-out of WT yeast gro inh, marked with its call; inhibition, %; mitochondrial fusion phenotypic screen, mutant strain inhibition
Dynein cargo inh cytoplasmic EGFP: second read-out of Dynein cargo inh, no call of its own (marks repeat the call); z-score; measured here: cytoplasmic GR-EGFP intensity; hits give high values
Dynein cargo inh nuclear GR-EGFP: further read-out of Dynein cargo inh, marked with its call; z-score; measured here: nuclear GR-EGFP intensity;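 lower value marks the stronger effect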
Dynein cargo inh cell count: recorded beside Dynein cargo inh, whose call it bears; z-score; measured here: cell count per field
Insulin prom up cell count: recorded beside Insulin prom up, whose call it bears; cell count; measured here: cytotoxicity, nuclei count;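 total cells summed across four imaged fields per well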
Lipid droplet cells 6.5 µM: also measured in Lipid droplet; calls as there; cell count; measured here: cell count, cytotoxicity flag;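 cells counted across two imaged fields per well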
bCat nuc transl cell count 5 µM: further read-out of bCat nuc transl, marked with its call; cell count; measured here: cell count, cytotoxicity flag
MT stabilizer Hoechst-high %: also measured in MT stabilizer; calls as there; % Hoechst-high responders; measured here: nuclear condensation Hoechst responders;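 share of cells brighter than vehicle mean plus two SD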
MT stabilizer cytotoxicity %: also measured in MT stabilizer; calls as there; toxicity, %; measured here: cytotoxicity by cell density;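 0% = mean cell density of plate MIN control wells and 100% = no cells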
Autophagy mod cell loss 18 h: second read-out of Autophagy mod, no call of its own (marks repeat the call); toxicity, %; measured here: cell loss, nuclei count;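 cell loss after 18 h compound exposure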
Starred values were filed as active, the others as inactive; i = inactive; nt = no result given.

SMILES	XIAP displacement	WT yeast gro inh	WT yeast gro inh mutant strain	Lipid droplet	Lipid droplet cells 6.5 µM	CSM14.1 death rescue	Autophagy mod	Autophagy mod cell loss 18 h	bCat nuc transl	bCat nuc transl cell count 5 µM	Dynein cargo inh	Dynein cargo inh cytoplasmic EGFP	Dynein cargo inh nuclear GR-EGFP	Dynein cargo inh cell count	Insulin prom up	Insulin prom up cell count	MT stabilizer	MT stabilizer Hoechst-high %	MT stabilizer cytotoxicity %
COCCNC(=O)[C@H]1C[C@@H]1[C@H](NP(=O)(c1ccccc1)c1ccccc1)c1ccccc1	-11%	-18	-7	-2	733	-2.7%	i	-22	-2.5	487	-0.32	-0.25	0.33	0.47	0.06	577	3.8	3.8	11
CC[C@H](C)[C@H](NC(N)=O)C(=O)Nc1ccc(NC(C)=O)cc1	nt	nt	nt	-37	734	nt	nt	nt	-3.6	1204	0.8	-0.18	0.25	-1.3	0.05	1445	nt	nt	nt
COc1cc(/C=N/NC(N)=O)ccc1OC(=O)c1ccc(C)cc1	-2.5%	-1	11	nt	nt	-0.9%	i	-29	-3.2	968	-0.01	-0.21	-0.18	0.089	0.27	1712	2.8	2.2	5.1
COc1cc(OC)c(N(C)C(=O)CCNC(=O)Cn2cnc3ccccc3c2=O)cc1Cl	-2.9%	5	12	-9	697	nt	i	7	nt	nt	-0.78	-0.059	-0.093	0.17	-0.76	1217	4.5	1.9	2.5
O=C(Nc1cccs1)OCCN1CCN(Cc2ccccc2)CCC1=O	-5.6%	-4	-14	-28	708	-1.7%	i	-1	nt	nt	0.81	-0.24	0.69	0.12	-0.1	1229	4.0	2.4	4.7
Cc1ccccc1NC(=O)COc1ccc2c(c1)OC(C)(C)CC2=O	nt	nt	nt	1	693	nt	nt	nt	-0.5	1159	1.3	-0.051	0.88	-0.88	-0.41	1483	nt	nt	nt
C=CCNc1nc(C2(C)CC3(CC(C)(C)OC3=O)C(=O)O2)cs1 (stereo not drawn)	0.7%	9	5	nt	nt	0.1%	i	7	-3.0	847	-0.89	-0.34	-0.37	0.41	-0.57	1069	4.3	4.2	6.1
COC(=O)Cn1c(=NC(=O)c2ccc(OC)c(OC)c2)sc2cc(OC)ccc21	-7.5%	-8	-5	14	683	-1.5%	i	-4	1.0	912	-0.69	-0.21	-0.074	0.15	-0.34	1326	1.8	1.9	6.7
COc1ccc(-c2csc3ncnc(Oc4cccc5ccc(C)nc45)c23)cc1	-4.3%	-5	0	-1	548	-1.8%	i	-4	0.8	1275	-0.056	-0.26	-0.26	0.21	-0.05	1242	1.9	2.5	9.5
Cc1ccc(-n2cc[nH]c2=S)cc1C	-16%	16	22	5	669	4.6%	i	7	-0.9	923	0.44	-0.17	0.79	-1.1	0.12	1284	2.1	1.5	8.3
COC(=O)[C@@H]1C[C@H]1[C@@H](NS(=O)(=O)c1ccccc1)c1ccccc1	-4.9%	2	-16	-2	790	-3.0%	i	6	-0.6	529	-0.25	-0.24	0.24	0.3	0.02	646	2.9	1.6	4.7
CC(=O)c1ccc(NC(=O)C(C)N(C)CC(=O)Nc2ccc(N3CCOCC3)cc2)cc1 (stereo not drawn)	-1.2%	-5	-3	2	723	0.7%	i	-1	0.5	998	0.73	-0.2	0.52	-0.35	nt	nt	2.4	2.9	6.7
CCc1cccc(NC(=O)c2snc3c(=O)[nH]cnc23)c1	-0.7%	0	-6	nt	nt	-0.9%	i	-1	-2.0	901	-0.23	-0.22	-0.0064	0.46	nt	nt	7.0	3.5	4.2
COc1ccc(Cc2nnc(N)s2)cc1	-2.7%	8	-9	nt	nt	0.0%	i	2	2.1	1333	-0.99	-0.15	-1.1	1.4	0.62	1327	3.8	1.9	5.2
COc1ccc(N(CC(=O)Nc2ccccc2C)S(=O)(=O)c2ccccc2[N+](=O)[O-])c(OC)c1	-1.2%	2	-8	-22	682	2.9%	i	54	2.2	1456	-0.26	-0.21	-0.23	0.21	0.38	1538	3.7	2.9	6.8
COC(=O)c1nc(NC(=O)c2ccccc2Cl)n[nH]1	-4.8%	0	-18	11	762	-1.2%	i	-13	0.0	1091	-0.81	-0.15	0.055	-0.22	nt	nt	1.6	1.6	8.6
CS(=O)(=O)Nc1ccc(C(=O)N2CCN(c3ccccc3)CC2)cc1	-3.1%	3	4	nt	nt	0.5%	i	-3	1.8	1396	0.53	-0.19	0.39	-0.27	-0.42	1457	3.5	2.2	9.6
CC(=O)Nc1nc(NC(=O)C(Cl)(Cl)Cl)n(-c2ccccc2)n1	nt	nt	nt	4	706	nt	nt	nt	2.9	1014	0.59	-0.21	0.37	-0.086	0.1	1418	nt	nt	nt
CC1(C)CC(=O)C2=C(C1)OC(N)=C(C#N)[C@@]21C(=O)N(CC(N)=O)c2ccccc21	-6.7%	0	-10	nt	nt	2.3%	i	-8	-0.7	1187	-0.68	-0.16	-0.055	0.49	0.42	1316	4.0	2.5	11
C=CCn1c(SCC(=O)Nc2nc3ccccc3s2)nc(O)c(CC)c1=O	nt	nt	nt	18	666	nt	nt	nt	-0.4	1344	-0.62	-0.23	0.0029	0.49	0.21	1018	nt	nt	nt
CC1CCCC(NC(=O)COC(=O)[C@@H](NC(=O)c2ccco2)C(C)C)C1C (stereo partly drawn)	-2.8%	-11	-10	24	696	nt	i	9	-0.2	1074	-0.43	-0.3	-0.08	0.35	0.06	1282	1.6	1.3	1.8
CCOC(=O)c1c(C)nc2ncccn12	1.5%	2	16	-1	687	0.3%	i	-1	-1.0	993	0.027	-0.08	0.39	0.81	-0.16	1820	0.9	0.2	42
O=C/C(=C\Nc1ccc(Cl)cn1)c1nc2ccccc2o1	-3.6%	-5	-9	8	756	0.1%	i	-4	-2.2	1172	-0.68	-0.12	-0.49	0.044	-0.01	570	2.7	1.8	5.3
COC(=O)/C(=C\c1ccc(O)cc1)c1nc2ccccc2[nH]1	-2.3%	-6	12	6	651	1.8%	i	-3	0.5	1042	-3.3	0.27	-1.1	-0.64	-0.19	1254	4.9	3.4	5.8
O=C(CCC(=O)OCC(=O)c1cccc([N+](=O)[O-])c1)Nc1cccc(Cl)c1Cl	-3.0%	-11	5	nt	nt	-1.0%	i	-25	5.9	1368	0.41	-0.22	0.73	0.29	0.85	1445	2.2	1.2	1.2
COc1ccccc1CNC(=O)c1ccc(-c2ccccc2Cl)o1	-8.2%	52	-7	15	780	-0.7%	i	-12	nt	nt	1.7	-0.31	1	0.15	0.05	1336	4.9	2.8	2.8
CCOc1ccccc1N(CC(=O)Nc1ccc(S(=O)(=O)N2CCOCC2)cc1)S(=O)(=O)c1ccc(Cl)cc1	-0.4%	-12	6	-4	652	16%	i	20	0.9	986	1.4	-0.05	1.1	-1.8	0.07	1467	5.2	2.2	3.7
COc1ccccc1CNC(=O)c1ccccc1NS(C)(=O)=O	-4.2%	-5	16	2	797	1.0%	i	-5	nt	nt	0.16	-0.048	-0.061	-0.54	nt	nt	2.7	3.2	2.4
O=C(O)CCCCn1c(SCC(=O)Nc2ccccc2C(F)(F)F)nc2ccsc2c1=O	0.0%	3	-7	-3	728	-3.0%	i	11	-4.7	569	0.35	-0.24	1.4	-0.93	-0.17	1282	4.0	3.2	11
C=CCn1c(O)c(N=NC(=O)CNC(=O)c2ccco2)c2ccccc21	-7.3%	-11	0	1	627	-1.4%	i	5	-0.8	582	-0.44	-0.29	-0.46	-0.069	-0.09	1251	12*	27*	25*

Quoted from the listing.
Value of COc1ccccc1CNC(=O)c1ccccc1NS(C)(=O)=O in XIAP displacement: -4.2%
Value of COc1ccccc1CNC(=O)c1ccc(-c2ccccc2Cl)o1 in MT stabilizer cytotoxicity %: 2.8
Value of C=CCn1c(O)c(N=NC(=O)CNC(=O)c2ccco2)c2ccccc21 in bCat nuc transl cell count 5 µM: 582

Shown in CSV form: 2 of the compounds above
canonical_smiles,XIAP displacement,WT yeast gro inh,WT yeast gro inh mutant strain,Lipid droplet,Lipid droplet cells 6.5 µM,CSM14.1 death rescue,Autophagy mod,Autophagy mod cell loss 18 h,bCat nuc transl,bCat nuc transl cell count 5 µM,Dynein cargo inh,Dynein cargo inh cytoplasmic EGFP,Dynein cargo inh nuclear GR-EGFP,Dynein cargo inh cell count,Insulin prom up,Insulin prom up cell count,MT stabilizer,MT stabilizer Hoechst-high %,MT stabilizer cytotoxicity %
C=CCn1c(O)c(N=NC(=O)CNC(=O)c2ccco2)c2ccccc21,-7.3%,-11,0,1,627,-1.4%,i,5,-0.8,582,-0.44,-0.29,-0.46,-0.069,-0.09,1251,12*,27*,25*
COc1ccccc1CNC(=O)c1ccccc1NS(C)(=O)=O,-4.2%,-5,16,2,797,1.0%,i,-5,nt,nt,0.16,-0.048,-0.061,-0.54,nt,nt,2.7,3.2,2.4
